Screens (PubChem BioAssay)
MCL1 BIM primary = inhibitors of MCL1 binding to BIM-BH3, primary screen, biochemical, fluorescence polarization; GST-MCL1 / FITC-Bim-BH3 fluorescence polarization; Induced myeloid leukemia cell differentiation protein Mcl-1 (Homo sapiens), Q07820; 320,000 compounds, 0.68% hits; inhibition, % at 10.9 µM;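 active = inhibition above the mean inhibition of all tested compounds plus 3 SD, set per campaign, cut at about 40% in these data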;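 note: 0% = DMSO wells and 100% = unlabeled Bim-BH3 peptide control; higher means more loss of mP so more displacement of Bim peptide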
Target sequence (Q07820 whole entry, looked up): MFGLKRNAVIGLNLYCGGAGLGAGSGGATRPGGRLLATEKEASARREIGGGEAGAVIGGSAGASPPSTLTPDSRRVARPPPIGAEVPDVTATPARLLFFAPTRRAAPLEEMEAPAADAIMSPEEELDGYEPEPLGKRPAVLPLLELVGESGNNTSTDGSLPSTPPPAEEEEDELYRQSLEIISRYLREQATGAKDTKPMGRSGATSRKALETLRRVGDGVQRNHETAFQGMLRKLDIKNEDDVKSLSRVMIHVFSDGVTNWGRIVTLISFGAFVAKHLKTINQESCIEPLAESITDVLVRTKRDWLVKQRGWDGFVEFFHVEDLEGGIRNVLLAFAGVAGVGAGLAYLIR
MEX-5 binding = MEX-5 zinc finger RNA-binding disruptors – biochemical, C. elegans, fluorescence polarization, MLPCN library, primary screen. Zinc finger protein mex-5 (Caenorhabditis elegans), Q9XUB2. MEX-5/FITC-TCR2 RNA binding; stronger effect = lower value. activity score (negative = inhibition of binding), % at 10 µM. AID 1832, 2009. 300,000 compounds, 0.38% hits;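 active = inhibition past about -25% in most replicates, and total fluorescence under double the plate's negative control median, limit read from the data; inconclusive = replicates evenly split on the limit, or fluorescence at least double controls; inactive = too little inhibition in most replicates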;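 note: 0% = DMSO and -100% = 5 µM competing unlabeled TCR2 RNA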
Target sequence (Q9XUB2 whole entry, looked up): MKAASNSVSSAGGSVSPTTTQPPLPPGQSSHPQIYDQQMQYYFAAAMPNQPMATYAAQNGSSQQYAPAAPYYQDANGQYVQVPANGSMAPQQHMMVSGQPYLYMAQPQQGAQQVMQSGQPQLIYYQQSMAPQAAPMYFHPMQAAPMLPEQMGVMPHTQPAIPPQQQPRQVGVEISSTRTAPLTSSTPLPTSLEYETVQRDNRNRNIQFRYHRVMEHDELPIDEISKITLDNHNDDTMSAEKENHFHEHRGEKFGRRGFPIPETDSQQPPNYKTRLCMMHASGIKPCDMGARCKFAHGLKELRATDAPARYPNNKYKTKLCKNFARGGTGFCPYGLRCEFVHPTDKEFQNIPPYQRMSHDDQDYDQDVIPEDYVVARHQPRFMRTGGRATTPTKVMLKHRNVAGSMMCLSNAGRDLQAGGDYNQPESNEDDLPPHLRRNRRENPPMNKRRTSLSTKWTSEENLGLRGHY
GLD-1 TGE inh = GLD-1/TGE RNA complex disruptors, primary screen, biochemical, fluorescence polarization. purified GLD-1 + fluorescein TGE RNA. inhibition, % at 5.96 µM. 320,000 compounds, 0.44% hits. AID 2280, 2010;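 active = percent inhibition above a per-plate cutoff, the plate mean of test compounds plus 3 SD, cut at about 30% in these data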;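 note: 0% = DMSO wells with GLD-1 and probe and 100% = wells lacking GLD-1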
Fam108B counter = mouse Fam108B serine hydrolase inhibitors, primary screen, counter-screen for RBBP9 inhibitor project, biochemical, fluorescence polarization | recombinant Fam108B, FP-Rh probe fluorescence polarization | inhibition, % at 9.51 µM | 300,000 compounds, 0.33% hits | AID 1947, 2009;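 active = inhibition above the screen mean inhibition plus 3 SD, computed separately per campaign, cut at about 18% in these data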;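 note: inhibitors lower polarization as less probe binds the enzyme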
CIT2-GFP yeast = modulators of CIT2-GFP expression in yeast, primary screen, S. cerevisiae, GFP fusion, multiplex flow cytometry, MLPCN library; GFP response vs DMSO, % at 10 µM; 320,000 compounds, 0.065% hits; S. cerevisiae CIT2-GFP strain, 3 h; 100 means same as DMSO wells;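 active = GFP response relative to DMSO above a set limit, near the screen mean plus 3 SD, cut at about 150% in these data; inconclusive = Fewer than 70 cells measured for a yeast strain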;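 note: ratio of well median GFP fluorescence to mean of DMSO wells on the plate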
VLA-4 inh = inhibition in human VLA-4 binding assay, primary screen, VLA-4 allosteric modulator project, MLPCN library, flow cytometry, VLA-4 expressing cells; Integrin alpha-4 (Homo sapiens), P13612; ligand binding flow cytometry; inhibition, % (about 7 µM as worked out from the volumes in the protocol); 330,000 compounds, 0.2% hits; AID 2557, 2010; in the data active = inhibition above about 50%
AGP1 TOR yeast = modulators of AGP1-GFP expression in yeast TOR pathway, primary screen, cell-based, multiplex flow cytometry, S. cerevisiae, MLPCN library; 3 h; GFP as percent of DMSO wells; GFP response vs DMSO, % at 10 µM; 320,000 compounds, 0.02% hits;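 active = GFP response relative to DMSO above a set limit, near screen average plus 3 SD, cut at about 150% in these data; inconclusive = fewer than 70 cells counted for the yeast strain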;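 note: median GFP channel fluorescence of the gated AGP1 strain per well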
BCLXL inh = inhibitors of human Bcl-xL, primary screen, biochemical, fluorescence polarization, HTS; Bcl-2-like protein 1 (Homo sapiens), Q07817; GST-Bcl-xL / FITC-Bim BH3 peptide fluorescence polarization; inhibition, % at 10.9 µM; 320,000 compounds, 0.7% hits; AID 2129, 2009;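 active = inhibition above the mean of all tested compounds plus 3 SD, cutoff set per campaign, cut at about 30% in these data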;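 note: 0% = DMSO wells and 100% = unlabeled Bim-BH3 peptide competitor; inhibitors lower millipolarization by displacing the labeled peptide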
Target sequence (Q07817 whole entry, looked up): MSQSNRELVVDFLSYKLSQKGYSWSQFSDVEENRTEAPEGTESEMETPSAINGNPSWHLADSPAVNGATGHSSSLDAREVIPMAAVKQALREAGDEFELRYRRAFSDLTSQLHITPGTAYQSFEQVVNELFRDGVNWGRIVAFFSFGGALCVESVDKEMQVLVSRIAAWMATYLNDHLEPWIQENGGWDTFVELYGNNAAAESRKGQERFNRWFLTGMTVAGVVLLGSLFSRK
GRK2 inh = compounds blocking aptamer binding on GRK2 – biochemical, human GRK2, bead flow cytometry, HTS, primary screen. Beta-adrenergic receptor kinase 1 (Homo sapiens), P25098. FAM-aptamer displacement from GRK2. inhibition of aptamer binding, % at 10 µM. 330,000 compounds, 0.59% hits. AID 488847, 2010;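 active = inhibition of aptamer binding above 40%, roughly 3 SD of noise, on plates passing a quality check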;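 note: median bead fluorescence of bound FAM aptamer so fluorescent compounds give negative values; no value below 0 was filed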
* = called active by the depositor; ? = inconclusive; / = no result given. Not a hit list. About 2.2% of those tested had a hit in this group.

SMILES	MCL1 BIM primary	MEX-5 binding	GLD-1 TGE inh	Fam108B counter	CIT2-GFP yeast	VLA-4 inh	AGP1 TOR yeast	BCLXL inh	GRK2 inh
CC(=O)c1cccc(OCc2cc(C(=O)N(C)CCc3cnn(C)c3)no2)c1	/	-1.3	/	/	101	25	96	/	4
COc1ccccc1CNC(=O)c1cnccn1	18	-0.6	10	3	?	0	?	7	1
O=C(O)CC(C(=O)N(c1ccccc1)c1ccccc1)N1CCOCC1 (stereo unspecified)	4	-1.3	4	-1	110	9	107	1	0
FC(F)(F)c1cc(N2CCOCC2)nc(-c2ccccc2)n1	3	0.9	3	-4	105	10	102	2	19
Clc1ss/c(=N\c2ccccn2)c1Cl	-4	0.0	-5	-1	97	8	95	-1	3
Cc1nc(C(=O)NNC(=O)c2c(-c3c(Cl)cccc3Cl)noc2C)cs1	-1	-0.8	1	-1	93	-8	99	9	1
CCC(C(=O)N1CCOCC1)n1nc(C)n2c(cc3cc(C)ccc32)c1=O (stereo unspecified)	7	-0.2	-5	0	98	12	93	1	0
O=c1[nH]cnc2c1c(-c1ccccc1)cn2-c1ccc(F)cc1	7	-0.8	10	3	123	-2	97	9	0
O=C1CCC(=O)N(O)CCCCCNC(=O)CCC(=O)N(O)CCCCNC(=O)CCC(=O)N(O)CCCCCN1	7	-0.8	0	-3	91	5	95	6	0
Brc1cccc(/C=N\n2cnnc2)c1	3	-0.6	3	-1	/	7	109	3	1

Part of the list above, comma-delimited.
compound,MCL1 BIM primary,MEX-5 binding,GLD-1 TGE inh,Fam108B counter,CIT2-GFP yeast,VLA-4 inh,AGP1 TOR yeast,BCLXL inh,GRK2 inh
CCC(C(=O)N1CCOCC1)n1nc(C)n2c(cc3cc(C)ccc32)c1=O (stereo unspecified),7,-0.2,-5,0,98,12,93,1,0
O=c1[nH]cnc2c1c(-c1ccccc1)cn2-c1ccc(F)cc1,7,-0.8,10,3,123,-2,97,9,0
O=C1CCC(=O)N(O)CCCCCNC(=O)CCC(=O)N(O)CCCCNC(=O)CCC(=O)N(O)CCCCCN1,7,-0.8,0,-3,91,5,95,6,0

(cont.)
SMILES	MCL1 BIM primary	MEX-5 binding	GLD-1 TGE inh	Fam108B counter	CIT2-GFP yeast	VLA-4 inh	AGP1 TOR yeast	BCLXL inh	GRK2 inh
O=C(Nc1ccc(Cc2ccc(NC(=O)C3CC3)c(O)c2)cc1O)C1CC1	5	1.1	3	-5	91	5	95	7	2
COc1ccc(C(=O)NCCNC(=O)c2ccc(OC)cc2)cc1	3	2.6	1	-2	95	3	104	1	/
O=C(CCCN1C(=O)C2CC=CCC2C1=O)Nc1ccccc1F (stereo unspecified)	4	0.1	4	1	/	-1	101	2	0
N#CCC(=N)N1CCN(c2cccc(Cl)c2)CC1	8	1.1	-1	4	95	7	105	5	0
O=C(COc1ccc2oc(-c3ccco3)cc(=O)c2c1)N1CCCCC1	3	0.8	-2	6	119	9	75	5	16
COc1cccc(NC(=O)CCNS(=O)(=O)c2ccc3c(c2)CC(C)N3C(=O)C2CC2)c1 (stereo unspecified)	2	1.7	5	0	102	6	99	5	0
CCN1CCN(C(c2cccs2)C(C)NS(=O)(=O)c2ccc(F)cc2)CC1 (stereo unspecified)	9	-2.1	0	-8	90	29	94	1	0
COc1ccc(N2CCN(C(=O)CN3CCN(c4nc(-c5ccc(F)cc5)cs4)CC3)CC2)cc1	2	0.8	4	5	95	9	94	0	2
COc1ccccc1C(c1nnnn1C(C)(C)C)N1CCN(Cc2ccncc2)CC1 (stereo unspecified)	-5	1.8	-2	-1	97	4	99	2	1
COc1ccccc1-n1nc(C)c(-c2ccccc2)c1N	-2	1.4	8	-2	102	27	103	0	3
CCCN(C(=O)C(C)Oc1cccc(Cl)c1)c1c(N)n(Cc2ccccc2)c(=O)[nH]c1=O (stereo unspecified)	-10	0.6	-1	2	93	8	100	1	3
CC(=O)N/N=C(\N)c1nonc1N	0	1.8	1	0	92	-27	97	4	1
Cc1cc(C)cc(N(CC(=O)NC(C)C)C(=O)CCC(=O)Nc2ccccn2)c1	7	2.6	6	0	110	0	108	9	2
CC(=O)c1cccc(NC(=O)c2cc(-c3ccc(F)cc3)on2)c1	-2	0.1	-1	-7	100	8	109	-1	0
O=C(N/C(=C/c1cccs1)C(=O)N1CCOCC1)c1ccccc1	-6	1.7	-4	2	107	13	113	-4	4
Cc1ccc(S(=O)(=O)N2CCC(NC(=O)c3ccccc3)CC2)cc1	-2	-0.4	8	0	109	12	100	1	1
Clc1ccc(OCc2cc(-c3ccccc3)no2)c(Cl)c1	3	-0.1	2	-7	100	11	94	5	15
COc1ccnc(CSC(N)=Nc2ccc(F)cc2)c1	8	-3.3	5	0	105	-6	112	11	0
O=C(COc1cc(F)ccc1[N+](=O)[O-])Nc1cccc(Br)c1	-10	1.5	1	-8	/	-3	109	-2	0
N#Cc1ccccc1/C=N/Nc1nc(-c2ccccc2)c2cc(Br)ccc2n1	-5	-0.3	-1	-4	101	-2	101	-5	0
Cc1ccc(F)cc1CNC(=O)C1CCC(=O)N(C2CC2)C1 (stereo unspecified)	9	0.5	0	1	/	12	100	5	4
Clc1ccc(COc2ccccn2)cc1Cl	-3	/	4	3	99	3	90	3	0
CC(=O)N(C)c1ccc(NC(=O)C(F)(F)F)cc1	-2	-0.9	3	1	98	10	97	-2	3
Cc1ccc(NCc2nnc(SCCN3CCCCC3)n2CC2CCCO2)cc1Cl (stereo unspecified)	-6	-0.3	9	0	99	24	102	8	0
CN(C)c1ccc([N+](=O)[O-])cc1C(=O)O	3	-1.7	0	4	100	-9	101	3	0
O=C(c1cc(-c2cccc(O)c2)on1)N1CCCC1	-2	-0.8	4	-1	108	1	100	0	0
COc1ccc2c(CCNC(=O)c3ccco3)c[nH]c2c1	6	2.7	-5	0	97	-28	95	2	0
CCC(CC)C(=O)Nc1nnc(S(=O)(=O)N2CCCC2)s1	6	-0.7	-4	-4	89	43	91	2	5
Cn1c(=O)c(=O)n(C)c2cc(S(=O)(=O)CCC(=O)Nc3cccc(C(F)(F)F)c3)ccc21	5	-3.5	10	3	98	13	105	7	1
Cn1c(/C=C/c2ccc(Cl)cc2Cl)c([N+](=O)[O-])c(=O)n(C)c1=O	7	-1.0	18	-1	107	-18	96	8	2
O=C(OCc1nc2scc(-c3ccccc3)c2c(=O)[nH]1)c1cc([N+](=O)[O-])ccc1Cl	5	-2.5	4	-1	95	18	93	-1	0
CCC1(c2ccc(F)cc2)NC(=O)N(CC(=O)N2CCN(C(=O)c3ccco3)CC2)C1=O (stereo unspecified)	/	/	1	/	86	0	92	/	11
O=C(Nc1cccnc1)c1ccc2c(c1)OCO2	2	-0.7	1	0	100	3	98	4	2
C=C(C)C1CC=C(C)/C(=N/NC(=O)CNc2ccc(OCC)cc2)C1 (stereo unspecified)	2	-0.8	4	8	?	6	?	7	1
Cc1ccccc1S(=O)(=O)Nc1nc2ccccc2nc1N1CCOCC1	2	-2.5	-4	-2	87	-1	88	5	0
Cc1ccc(C(=O)N/N=C/c2c[nH]c3ccccc23)o1	2	-1.3	1	1	103	5	99	1	0
COC(=O)c1ccc(NC(=S)NC2CCCCC2C)cc1 (stereo unspecified)	12	0.9	-1	4	90	31	93	3	1
Cc1cccc(CCNC(=O)C2CCCN(c3cnccn3)C2)c1 (stereo unspecified)	-5	0.2	4	2	112	-6	99	3	4
CC(C(=O)Nc1ccc2c(c1)OCCO2)N1CCN(C(=O)c2ccco2)CC1 (stereo unspecified)	-11	-2.2	8	4	103	12	101	-5	2
COc1cc(/C=N/NC(=O)c2ccncc2)ccc1Oc1ccc([N+](=O)[O-])cn1	-4	2.8	2	-2	107	-7	97	2	1
COc1cccc(N2C(C(C)=O)=NN(c3ccccc3)C2c2ccc(N3CCOCC3)cc2)c1 (stereo unspecified)	-27	4.4	-3	16	/	-12	/	-15	0
COc1ccccc1N1CCN(C(=O)Nc2ccc([N+](=O)[O-])cc2)CC1	-2	3.0	-4	6	110	2	93	-3	3
O=C(NC(C(=O)N/N=C/c1cccc2ccccc12)c1n[nH]c(=O)c2ccccc12)c1ccccc1 (stereo unspecified)	1	2.2	3	-42	108	-4	103	1	0
CCOC(=O)c1cnc(SC)nc1N1CCCC1	-4	-0.1	0	2	83	8	89	3	14
Cc1cc(C)c2nc(NNC(=O)c3ccc(S(=O)(=O)N4CCc5ccccc5C4)cc3)sc2c1	4	-1.3	3	13	89	36	96	3	0
O=C1CC(=O)N2N=C(c3ccc([N+](=O)[O-])cc3)SC2=N1	10	1.7	7	1	99	15	104	10	3
COc1ccc(OC)c(NC(=O)COc2ccc(S(=O)(=O)NC(C)C)cc2)c1	8	-1.8	1	-2	106	0	107	10	0
CCOc1ccc(-n2c(SCc3nc(-c4ccc(C)cc4)no3)nnc2-c2ccncc2)cc1	-7	-0.4	4	-4	96	7	105	0	1
S=C(NCCCc1ccccc1)Nc1ccccc1Cl	3	-0.9	9	-1	92	50*	96	3	0
COc1ccc(NC(=O)C2CCN(S(=O)(=O)c3ccc4c(c3)NC(=O)C(C)S4)CC2)cc1 (stereo unspecified)	-3	1.9	1	-3	104	1	105	1	2

Next records follow:
SMILES	MCL1 BIM primary	MEX-5 binding	GLD-1 TGE inh	Fam108B counter	CIT2-GFP yeast	VLA-4 inh	AGP1 TOR yeast	BCLXL inh	GRK2 inh
Cc1cc(N(C)C)ccc1[N+](=O)[O-]	-4	2.3	0	-4	100	3	99	0	1
CC(C)CSc1nc2ccccc2[nH]1	-4	0.8	-2	1	90	0	80	1	0
CC(CCC(=O)O)C1CCC2C3CCC4C[C@H](O)CCC4(C)C3CC(=O)C12C (stereo partly specified)	1	-1.3	1	1	103	2	104	4	2
CC(=O)c1ccc(-c2cccs2)s1	-1	2.4	5	1	103	3	98	-1	0
CCOC(=O)N1CCN(C(=O)c2c(-c3c(Cl)cccc3Cl)noc2C)CC1	7	1.5	-4	3	90	4	92	8	2
O=C(Oc1ccccc1)N1CCN(c2ccc(F)cc2)CC1	8	-1.5	9	-2	91	-2	86	6	0
O=C(COC(=O)Cn1cnc2ccccc21)Nc1cccc(S(=O)(=O)N2CCOCC2)c1	-5	1.5	-1	-1	99	7	108	5	0
CCOC(=O)c1ccc(-n2[nH]c(-c3ccccc3)cc2=O)cc1	4	1.1	-2	0	87	4	84	6	1
O=C(Nc1cccc(Cl)c1Cl)c1cc(S(=O)(=O)NCCc2ccccc2)ccc1F	6	0.1	1	-10	103	20	96	2	0
CCCOC(=O)c1ccc(NC(=O)C2CCCO2)cc1 (stereo unspecified)	7	0.5	3	1	86	25	100	-1	2
Cc1ccccc1-c1nnc(SCCOc2ccc3c(C)cc(=O)oc3c2)o1	4	5.5	-2	0	105	12	102	1	0
Cc1cc(C)nc(-n2nc(C)cc2Nc2ccccc2)n1	5	-1.4	-5	6	113	-8	29	4	0
